Compound activity (PubChem BioAssay)
PP5 inh: PP5 phosphatase inhibitors, primary screen, biochemical, fluorescence. 320,000 tested, 0.18% active. inhibition, % at 6.7 µM. Serine/threonine-protein phosphatase 5 (Homo sapiens), P53041. purified PP5c, OMFP substrate fluorescence. AID 1987, 2009;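 active means inhibition above the campaign's mean inhibition across all tested compounds plus 3 SD, cut at about 9.5% in these data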;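 further: 0% = DMSO only and 100% = 100 µM cantharidin control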
TPT1 inhibitor: Candida albicans TPT1 enzyme inhibitors, primary screen, biochemical, fluorescence polarization; inhibition, % at 5 µM; 300,000 tested, 0.81% active; recombinant caTPT1, FP RNA substrate dephosphorylation;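 active means inhibition above the mean of all tested compounds plus 3 SD, set per screening campaign, cut at about 24% in these data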;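 further: plate controls were DMSO alone for no effect and ferristatin control at 100 nM for full effect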
PP1 inh: PP1-alpha phosphatase inhibitors, primary screen, counter-screen for PP5 inhibitor project, biochemical, fluorescence, OMFP substrate, single point | purified PP1alpha | inhibition, % at 6.7 µM | 320,000 tested, 0.9% active | AID 2235, 2010;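 active means inhibition above the mean inhibition of all tested compounds plus 3 SD, computed separately for each screening campaign, cut at about 15% in these data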
core dimer inh: inhibitors of HCV core protein dimerization, primary screen, biochemical, TR-FRET, high-throughput. TR-FRET GST/Flag-core106 dimerization, 1536-well. inhibition, % at 5 µM. 300,000 tested, 0.33% active. AID 1899, 2009;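 active means inhibition above the mean of all tested compounds plus 3 SD, set per screening campaign, cut at about 45% in these data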
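assay system = GST-tagged and Flag-tagged HCV core protein residues 1-106 | controls = unlabelled core106 and no-GST-core106 wells | incubation = compound-protein-antibody incubation 4 h at 22.5 °C | probe or stimulus = Eu donor and XL665 acceptor anti-tag antibodies | read-out = % inhibition based on acceptor/donor emission ratio | signal = TR-FRET 671 and 617 nm emission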
JMJD2C inh: inhibitors of GASC-1 histone demethylase, primary screen, biochemical, fluorescence, DELFIA europium. Lysine-specific demethylase 4C (Homo sapiens), Q9H3R0. GST-JMJD2C(1-420) H3K9me3 demethylation. inhibition, % at 2.35 µM. 330,000 tested, 0.069% active. AID 2099, 2009;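 active means more than half of a compound's replicate wells show inhibition beyond 50%, single wells judged on their own value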;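 further: signal counts dimethyl H3K9 product captured on neutravidin plate; 0% = median of DMSO wells and 100% = 0.3 times that DMSO median; strong numbers were not always called active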
Efflux pump inh: inhibitors of Candida efflux pumps in yeast, primary screen, S. cerevisiae, Nile Red, multiplex; S. cerevisiae Candida pump triplex; inhibition, % at 10 µM; 330,000 tested, 0.44% active;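 active means plate passing quality check with inhibition over a set limit, or well fluorescence over plate mean plus 4 SD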;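 further: Nile Red retained in pooled yeast measured as flow cytometry median fluorescence; 0% = buffer negative control and 100% = Enniatin B positive control; higher means more Nile Red kept so more efflux inhibition; some compounds called inactive have numbers as strong as hits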
procasp7 counter: procaspase-7 activators, primary screen, counter-screen for procaspase-3 activator project, biochemical, absorbance, HTS, human; Caspase-7 (Homo sapiens), P55210; recombinant procaspase-7, Ac-DEVD-pNA absorbance 405 nm; D23A/D198A/D206A triple mutant, cannot self-cleave; scale: DMSO 0, 5 µM enzyme 100; activation, % at 8.5 µM; 330,000 tested, 0.093% active; AID 463210, 2010;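 active means percent activation above the screen-wide mean plus 3 SD, cut at about 25% in these data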
Target sequence (P55210 whole entry D23A/D198A/D206A): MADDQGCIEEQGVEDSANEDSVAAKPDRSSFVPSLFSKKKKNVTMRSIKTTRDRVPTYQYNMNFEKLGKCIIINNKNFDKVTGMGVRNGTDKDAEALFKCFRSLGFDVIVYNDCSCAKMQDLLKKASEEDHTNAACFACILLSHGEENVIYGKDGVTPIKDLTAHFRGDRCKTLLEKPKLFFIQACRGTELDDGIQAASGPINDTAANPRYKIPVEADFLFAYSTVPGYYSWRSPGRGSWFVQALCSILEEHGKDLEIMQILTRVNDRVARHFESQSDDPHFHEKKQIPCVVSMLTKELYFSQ
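Test system: Procaspase-7 triple mutant (PC-7 D3A). Also added: Ac-DEVD-pNA substrate, 400 µM as added. Schedule: 1 h enzyme–compound preincubation and 2 h substrate reaction, both 25 °C. Signal: p-Nitroaniline absorbance at 405 nm, read at 0 and 120 min. Control set: low DMSO alone, high DMSO plus 5 µM PC-7.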
Fh CTSL1 inh: Fasciola hepatica cathepsin L1 inhibitors, primary screen, counter-screen for PFM18AAP inhibitor project, biochemical, QFRET, fluorogenic peptide substrate; recombinant F. hepatica cathepsin L1, Z-Leu-Arg-MCA fluorescence; inhibition, % at 5.96 µM; 300,000 tested, 0.49% active; AID 1906, 2009;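 active means inhibition above the mean of all tested compounds plus 3 SD, set per screening campaign, cut at about 17% in these data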;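 further: 0% = plate median of test compound wells and 100% = 1 µM Z-Phe-Ala-diazomethylketone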
proCasp3 act: activators of human procaspase-3 D3A mutant, primary screen, biochemical, absorbance, PC-3 D3A mutant, single concentration; recombinant procaspase-3 D3A, Ac-DEVD-pNA absorbance 405 nm; activation, % at 8.5 µM; 330,000 tested, 0.11% active;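 active means activation above the mean of all tested compounds plus 3 SD, cut at about 21% in these data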;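 further: 0% = DMSO alone and 100% = DMSO wells spiked with extra 5 µM PC-3 D3A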
Target sequence (P42574 whole entry D9A/D28A/D175A): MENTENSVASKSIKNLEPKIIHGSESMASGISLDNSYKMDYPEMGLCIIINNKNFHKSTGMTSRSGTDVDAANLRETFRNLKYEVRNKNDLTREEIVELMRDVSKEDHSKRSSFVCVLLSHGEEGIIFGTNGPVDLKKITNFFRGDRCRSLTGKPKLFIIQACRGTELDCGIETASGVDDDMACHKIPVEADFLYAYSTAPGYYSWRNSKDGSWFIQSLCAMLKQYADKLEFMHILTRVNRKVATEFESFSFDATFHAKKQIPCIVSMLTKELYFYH
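Assay system: Autoprocessing-dead procaspase-3 D3A mutant enzyme; also added: Ac-DEVD-pNA; doses: one concentration, 8.5 µM nominal, 0.8% DMSO; times: 1 h compound preincubation, 2 h substrate hydrolysis at 25 °C; technique: 405 nm absorbance of p-nitroaniline, reads at 0 and 120 min; measure: % activation between DMSO and enzyme-spiked controls; repeats: single replicate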
The depositor's hits bear a star; x = no result given.

Values run as follows: PP5 inh, TPT1 inhibitor, PP1 inh, core dimer inh, JMJD2C inh, Efflux pump inh, procasp7 counter, Fh CTSL1 inh, proCasp3 act
[1] O=C(CS(=O)CC(=O)Nc1ccccc1-c1ccccc1)Nc1ccc(F)cc1 (stereo unspecified)
  1.9, -3, 1, -9, 0, 0.0, -6, -4, 0
[2] CCCCC(O)(CCCC)C(=O)NN(C(=O)CCl)c1ccccc1
  2.5, -1, 2, -5, 7, -0.2, 2, 18*, -8
[3] COc1ccc(CC(=O)NC(C)c2nnc(SCC(=O)Nc3ccccc3F)n2C)cc1 (stereo unspecified)
  2.5, 3, -4, 4, 16, 0.1, 0, -2, -5
[4] COc1ccccc1CN1C[C@@H]2C[C@@H](C3=Cc4cccc(OC)c4OC3)N3CCC[C@@]23C1=O
  -0.5, 1, -5, 16, 9, 0.2, -5, 0, -2
[5] CC1=C(C(=O)Nc2ccccc2F)C(c2ccsc2)C2=C(CC(c3ccccc3)CC2=O)N1 (stereo unspecified)
  4.5, -1, -1, 1, -29, 0.2, 20, -2, 12
[6] CN1C[C@@H]2C(c3ccc(Cl)nc3)C3(c4ccccc4)CC2(C3)[C@H]1c1ccccc1 (stereo partly specified)
  0.2, -3, 4, 6, -2, -0.1, -5, 11, 6
[7] C=C(C)CSc1nc2ccccc2[nH]1
  0.3, 2, 1, -14, -3, -0.3, 0, -7, 5
[8] c1ccc2c(c1)nc1n2CN(Cc2ccc3c(c2)OCO3)CN1
  0.7, -4, 1, -4, 3, 0.0, 6, -2, -1
[9] CCCC(C)C(=O)Nc1ccc(S(N)(=O)=O)cc1 (stereo unspecified)
  0.8, 2, -1, 2, -23, 0.1, 10, -2, 11
[10] COc1ccc(CNC(=O)COC(=O)c2cc(C)nc3ccccc23)cc1
  x, x, x, x, 6, 0.0, 7, x, 6
[11] CCOC(=O)C1=C(C)NC(=O)CC1c1cc2c(cc1Br)OCO2 (stereo unspecified)
  5.5, -2, 1, 3, 17, 0.1, 6, -2, -4
[12] COc1cccc(/C=c2\s/c(=C/C(=O)c3ccc(C)cc3)[nH]c2=O)c1OC
  -3.4, 4, 2, 13, -4, 0.0, 1, 7, -9
[13] O=C(CCC(=O)c1cccs1)NCC(c1ccc(F)cc1)N1CCOCC1 (stereo unspecified)
  1.2, x, 0, x, 3, 0.1, -1, x, 9
[14] CCN(C(=O)CSc1nc2ccc(Cl)cc2[nH]1)C1CCS(=O)(=O)C1 (stereo unspecified)
  x, x, x, x, -3, 0.2, 0, x, 6
[15] CCCCNC(=O)COC(=O)CCC(=O)c1cccs1
  1.5, -1, 3, 3, -5, 0.1, -13, -50, 6
[16] COc1ccccc1NS(=O)(=O)c1ccc(C(=O)N2CCN(c3ccccn3)CC2)cc1
  x, x, x, x, -8, 0.1, -5, x, 2
[17] c1ccc2nc3c(nc2c1)[nH]c1ccccc13
  2.2, 3, -3, 6, 4, -0.1, 2, 4, 3
[18] O=C(CN1c2cccc3cccc(c23)S1(=O)=O)N1CCCCC1
  x, x, x, x, -11, 0.1, -2, x, -5
[19] CCOC(=O)[C@H]1[C@H]2COc3ccc(Br)cc3[C@@H]2N2C(=O)N(c3ccccc3)C(=O)[C@@]12C
  x, x, x, x, 3, 0.1, 9, x, -1
[20] COC(=O)c1cccc(NC(=O)Cn2cnc3c2c(=O)n(C)c(=O)n3C)c1
  -1.1, 1, -4, 7, 9, 0.0, 0, 1, 4
[21] COc1ccc(/C=C/C(=O)OCC(=O)Nc2cc3oc4ccccc4c3cc2OC)cc1
  2.2, -1, -1, 1, -29, -0.1, 10, 1, 1
[22] O=C(CN1C(=O)NC2(CCCC2)C1=O)Nc1cc(Cl)ccc1N1CCOCC1
  -1.4, -2, -7, 1, 47, 0.0, 10, -2, 13
[23] CS(=O)(=O)N1CCN(c2c(Cl)cccc2[N+](=O)[O-])CC1
  0.0, -3, -2, -2, 1, 0.0, -5, 0, -1
[24] Cc1c(Cl)cccc1NC(=O)CCNC(=O)N1CC(=O)Nc2ccccc21
  1.4, 3, -4, 3, -6, 0.0, 5, -3, 4
[25] COc1ccccc1C(=O)COC(=O)c1ccc(Cl)nc1
  2.4, x, -1, x, 0, 0.8, -3, x, 7
[26] Nc1cc(Cl)ccc1N1CCOCC1
  2.2, -4, 3, -6, -6, 0.2, -3, 0, -1
[27] CCc1nc(-c2ccccc2)c2ccccn12
  2.0, 5, 0, 11, 5, 0.1, -8, -1, 3
[28] COC(=O)Cn1c(CN2CCOCC2)nc2c1c(=O)[nH]c(=O)n2C
  -5.4, 1, -4, 7, 14, 1.2*, -4, -9, 7

14 entries from above, with one line to a screen.
15) CCCCNC(=O)COC(=O)CCC(=O)c1cccs1
16) COc1ccccc1NS(=O)(=O)c1ccc(C(=O)N2CCN(c3ccccn3)CC2)cc1
17) c1ccc2nc3c(nc2c1)[nH]c1ccccc13
18) O=C(CN1c2cccc3cccc(c23)S1(=O)=O)N1CCCCC1
19) CCOC(=O)[C@H]1[C@H]2COc3ccc(Br)cc3[C@@H]2N2C(=O)N(c3ccccc3)C(=O)[C@@]12C
20) COC(=O)c1cccc(NC(=O)Cn2cnc3c2c(=O)n(C)c(=O)n3C)c1
21) COc1ccc(/C=C/C(=O)OCC(=O)Nc2cc3oc4ccccc4c3cc2OC)cc1
22) O=C(CN1C(=O)NC2(CCCC2)C1=O)Nc1cc(Cl)ccc1N1CCOCC1
23) CS(=O)(=O)N1CCN(c2c(Cl)cccc2[N+](=O)[O-])CC1
24) Cc1c(Cl)cccc1NC(=O)CCNC(=O)N1CC(=O)Nc2ccccc21

| Assay by compound | 15 | 16 | 17 | 18 | 19 | 20 | 21 | 22 | 23 | 24 |
| --- | --- | --- | --- | --- | --- | --- | --- | --- | --- | --- |
| PP5 inh | 1.5 | x | 2.2 | x | x | -1.1 | 2.2 | -1.4 | 0.0 | 1.4 |
| TPT1 inhibitor | -1 | x | 3 | x | x | 1 | -1 | -2 | -3 | 3 |
| PP1 inh | 3 | x | -3 | x | x | -4 | -1 | -7 | -2 | -4 |
| core dimer inh | 3 | x | 6 | x | x | 7 | 1 | 1 | -2 | 3 |
| JMJD2C inh | -5 | -8 | 4 | -11 | 3 | 9 | -29 | 47 | 1 | -6 |
| Efflux pump inh | 0.1 | 0.1 | -0.1 | 0.1 | 0.1 | 0.0 | -0.1 | 0.0 | 0.0 | 0.0 |
| procasp7 counter | -13 | -5 | 2 | -2 | 9 | 0 | 10 | 10 | -5 | 5 |
| Fh CTSL1 inh | -50 | x | 4 | x | x | 1 | 1 | -2 | 0 | -3 |
| proCasp3 act | 6 | 2 | 3 | -5 | -1 | 4 | 1 | 13 | -1 | 4 |

25) COc1ccccc1C(=O)COC(=O)c1ccc(Cl)nc1
26) Nc1cc(Cl)ccc1N1CCOCC1
27) CCc1nc(-c2ccccc2)c2ccccn12
28) COC(=O)Cn1c(CN2CCOCC2)nc2c1c(=O)[nH]c(=O)n2C

| Assay by compound | 25 | 26 | 27 | 28 |
| --- | --- | --- | --- | --- |
| PP5 inh | 2.4 | 2.2 | 2.0 | -5.4 |
| TPT1 inhibitor | x | -4 | 5 | 1 |
| PP1 inh | -1 | 3 | 0 | -4 |
| core dimer inh | x | -6 | 11 | 7 |
| JMJD2C inh | 0 | -6 | 5 | 14 |
| Efflux pump inh | 0.8 | 0.2 | 0.1 | 1.2* |
| procasp7 counter | -3 | -3 | -8 | -4 |
| Fh CTSL1 inh | x | 0 | -1 | -9 |
| proCasp3 act | 7 | -1 | 3 | 7 |
